From PubChem
tim23-1 inh = growth inhibitors of tim23-1 mutant yeast, primary screen, luminescence, uHTS. S. cerevisiae tim23-1 growth, BacTiter-Glo luminescence, 24 h. inhibition, % at 20 µM. 330,000 compounds, 1.3% hits. AID 463212, 2010;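 active = growth inhibition of the mutant yeast at or above 50%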;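 note: temperature-sensitive mutant grown at 25 °C; plate controls were DMSO-treated mutant yeast for no effect and medium wells lacking yeast for full effect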
tim10-1 inh = growth inhibitors of tim10-1 mutant yeast, primary screen, luminescence, uHTS; 330,000 compounds, 2.2% hits; S. cerevisiae tim10-1 ts strain growth, BacTiter-Glo, 24 h; inhibition, % at 20 µM;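 active = inhibition of at least 40%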;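 note: mutant grown at 25 °C; 0% = DMSO wells with yeast and 100% = wells holding no yeast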
UPR XBP1 act = activators of adaptive XBP1 UPR arm, primary screen, cell-based, CHO-XBP1 luciferase reporter, luminescence, uHTS | IRE1-XBP1 UPR activation; percent of tunicamycin response, DMSO as zero | activation, % at 20 µM | AID 463104, 2010 | 330,000 compounds, 0.33% hits;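 active = versus positive control, 20 µM dose yields 30% or more activation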;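 note: 100% = tunicamycin at 10 µg/mL and 0% = DMSO only wells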
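Signal: luciferase luminescence; Assay system: CHO-XBP1 luciferase reporter cells; Amount: one thousand reporter cells per well; Dosing: 20 µM single concentration, DMSO 1%; Benchmarks: high control tunicamycin 10 µg/mL final, low control DMSO vehicle only; Schedule: 6 h compound exposure at 37 °C, 5% CO2; Evaluation: percent activation relative to tunicamycin reference.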
APJ antagonist = antagonists of human apelin receptor APJ, primary screen, CHO-K1 cells, beta-arrestin complementation, luminescence; P35414; inhibition, % at 20 µM; 330,000 compounds, 0.32% hits; AID 2521, 2010;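 active = inhibition above about 40% at 20 µM, limit read from the data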;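 note: cells challenged with 10 nM apelin-13 agonist together with compound; plate controls were apelin-13 plus DMSO wells for no effect and DMSO wells lacking apelin-13 for full effect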
TIM10 inh = growth inhibitors of isogenic TIM10 control yeast, primary screen, counter-screen for tim10-1 yeast inhibitor project, luminescence, uHTS. AID 463195, 2010. 330,000 compounds, 1.4% hits. S. cerevisiae TIM10 strain growth, BacTiter-Glo luminescence, 24 h. inhibition, % at 10 µM;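 active = inhibition of 40% or more at the single tested concentration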;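 note: wild-type TIM10 isogenic control strain grown at permissive 25 °C; 0% = DMSO yeast wells and 100% = minimal medium wells without yeast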
APJ agonist = agonists of human apelin receptor APJ, primary screen, CHO-K1 cells, PathHunter beta-arrestin, luminescence | P35414 | 0% DMSO wells, 100% apelin | activation, % at 20 µM | 330,000 compounds, 0.11% hits | AID 2520, 2010;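 active = activation more than six SD over the plate average, tested at 20 µM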;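 note: 0% = DMSO alone and 100% = apelin-13 at 10 nM; some results filed as inactive read as strong as hits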
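assay system = CHO-K1 APJ beta-arrestin complementation cell line | input = cell density 1000 per well | dosing = compound 20 µM once, DMSO 1% | timing = compound 90 min 25 °C, reagent 1 h | measured by = luminescence from split beta-galactosidase complementation, Galacton Star/Emerald II substrate | read-out basis = APJ agonist activity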
Mdm2-MdmX inh = inhibitors of human Mdm2-MdmX association, primary screen, cell-based, luminescence, split luciferase, SaOS-2, uHTS; Protein Mdm4 (Homo sapiens) + E3 ubiquitin-protein ligase Mdm2 (Homo sapiens), …; SaOS-2 split-luciferase Mdm2/MdmX complementation; inhibition, % at 8 µM; 330,000 compounds, 3% hits; AID 485346, 2010;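 active = inhibition of at least 50% at 8 µM in the primary screen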
Target sequence (O15151 whole entry, looked up): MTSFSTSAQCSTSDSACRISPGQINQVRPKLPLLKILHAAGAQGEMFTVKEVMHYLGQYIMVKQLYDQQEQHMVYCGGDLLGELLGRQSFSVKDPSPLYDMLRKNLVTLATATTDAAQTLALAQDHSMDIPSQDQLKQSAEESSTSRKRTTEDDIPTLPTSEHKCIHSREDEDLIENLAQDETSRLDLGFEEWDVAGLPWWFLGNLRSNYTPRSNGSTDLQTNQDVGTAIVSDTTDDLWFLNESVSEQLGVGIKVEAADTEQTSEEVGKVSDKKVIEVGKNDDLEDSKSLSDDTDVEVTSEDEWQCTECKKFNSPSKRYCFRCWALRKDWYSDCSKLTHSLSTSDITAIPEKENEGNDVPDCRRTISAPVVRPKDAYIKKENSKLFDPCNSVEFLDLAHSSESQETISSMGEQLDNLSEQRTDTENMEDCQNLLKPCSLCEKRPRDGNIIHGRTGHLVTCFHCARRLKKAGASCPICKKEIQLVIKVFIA
Target sequence (Q00987 whole entry, looked up): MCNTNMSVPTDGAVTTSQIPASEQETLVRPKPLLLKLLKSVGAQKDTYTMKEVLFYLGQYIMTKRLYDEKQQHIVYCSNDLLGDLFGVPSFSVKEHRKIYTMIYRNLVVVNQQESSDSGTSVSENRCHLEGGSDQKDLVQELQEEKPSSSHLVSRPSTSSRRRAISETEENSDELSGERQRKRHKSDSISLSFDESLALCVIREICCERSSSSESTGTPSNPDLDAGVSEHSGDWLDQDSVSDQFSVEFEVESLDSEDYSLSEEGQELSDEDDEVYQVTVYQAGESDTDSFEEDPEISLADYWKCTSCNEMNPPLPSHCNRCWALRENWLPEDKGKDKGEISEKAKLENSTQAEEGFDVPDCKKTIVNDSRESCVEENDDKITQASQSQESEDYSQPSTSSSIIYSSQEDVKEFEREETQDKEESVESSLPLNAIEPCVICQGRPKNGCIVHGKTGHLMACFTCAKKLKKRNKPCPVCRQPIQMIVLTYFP
CXCR6 block = CXCR6 receptor inhibitors, primary screen, cell-based, beta-arrestin, luminescence, CHO-K1 PathHunter, 1536-well; inhibition, % at 20 µM; 360,000 compounds, 0.36% hits; AID 602244, 2012; in the data active = inhibition above about 34%, passing the limit was not always enough;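 note: antagonist mode with CXCL16 agonist at 10 nM final; 0% = 10 nM CXCL16 with DMSO and 100% = unstimulated wells without agonist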
UPR CHOP act = activators of apoptotic CHOP UPR arm, primary screen, cell-based, CHO-CHOP luciferase reporter, luminescence, uHTS; UPR activation; percent of tunicamycin response over DMSO baseline; activation, % at 10 µM; 330,000 compounds, 0.34% hits; AID 449763, 2010;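 active = at 10 µM dose, activation of 40% or more, normalized to positive control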;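 note: 100% = tunicamycin at 10 µg/mL and 0% = DMSO alone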
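Test system: CHO-CHOP cells, stable luciferase reporter of PERK-eIF2a-CHOP signalling | Quantity: 500 CHO-CHOP cells per well | Buffer or medium: F12 plus 10% serum | Compound dosing: 10 µM single point, 0.5% DMSO | Schedule: 6 h compound treatment, 37 °C | Signal: Luciferase luminescence | Control set: Tunicamycin high control, DMSO low control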
Starred values were filed as active, the others as inactive. Only part of the results is shown; the hit share may differ from the screen's.

[1] Cc1nn(C(=O)CCC(=O)NCc2cccc(F)c2)c2ccccc12
[2] COC(=O)c1ccc(OC(=O)C2CC(=O)N(c3ccc(C)cc3C)C2)cc1 (stereo unspecified)
[3] O=C(CSc1nnc(-c2cccs2)n1-c1ccccc1)NCc1ccco1
[4] COc1ccc(OC)c(S(=O)(=O)Nc2ccc(C(N)=O)cc2)c1
[5] CC(=O)c1ccc(NC(=O)c2cc(CC(C)C)nc3ccccc23)cc1
[6] CCC(=O)c1ccc(OCC(=O)OCC(=O)N2CCCc3ccccc32)cc1

Assay by compound	1	2	3	4	5	6
tim23-1 inh	3	-2	16	-7	11	48
tim10-1 inh	7	17	12	-14	6	43*
UPR XBP1 act	0	2	0	2	-4	-3
APJ antagonist	-13	4	-1	11	4	-3
TIM10 inh	7	11	20	5	-9	13
APJ agonist	0	-4	-2	-3	1	0
Mdm2-MdmX inh	-1	13	11	29	58*	15
CXCR6 block	1	2	7	10	-1	-11
UPR CHOP act	-1.3	2.4	-0.2	-0.6	3.4	0.3

The closing 2 records of the part above lead into the next:
[5] CC(=O)c1ccc(NC(=O)c2cc(CC(C)C)nc3ccccc23)cc1
[6] CCC(=O)c1ccc(OCC(=O)OCC(=O)N2CCCc3ccccc32)cc1
[7] CN(C)c1ccc(N/C=C/C(=O)c2ccco2)cc1
[8] O=c1[nH][nH]c(C(F)(F)F)c1C=NCc1ccccc1Cl
[9] Cc1cc(C)c2cc(CN(CCN3CCCC3)C(=O)Nc3ccc(F)cc3)c(=O)[nH]c2c1
[10] Cc1ccc(S(=O)(=O)Nc2ccc(-c3ccc4nncn4n3)cc2)cc1
[11] O=C(Cn1cnc2c(nnn2-c2ccccc2)c1=O)NCc1ccco1
[12] COc1ccc(CN(CC(=O)NC2CCCC2)C(=O)c2ccc(-c3ccccc3)[nH]2)cc1

Assay by compound	5	6	7	8	9	10	11	12
tim23-1 inh	11	48	3	22	-20	2	-2	8
tim10-1 inh	6	43*	3	23	-17	13	-17	2
UPR XBP1 act	-4	-3	-6	-1	0	3	2	-2
APJ antagonist	4	-3	3	-15	-22	-3	16	16
TIM10 inh	-9	13	11	25	-26	1	-11	11
APJ agonist	1	0	-1	0	1	1	-3	-3
Mdm2-MdmX inh	58*	15	-151	29	45	16	21	21
CXCR6 block	-1	-11	8	6	3	-4	-1	4
UPR CHOP act	3.4	0.3	-7.4	-1.4	-0.8	0.3	0.4	-0.7

[13] Cc1ccc(N/C(SCc2ccccc2C)=C(/C#N)C(=O)NCc2ccco2)cc1C
[14] O=C(NCC(=O)N1CCOCC1)c1ccc(Cl)c(Cl)c1
[15] CCc1ccc(S(=O)(=O)N2CCN(c3ccccc3OC)CC2)cc1
[16] CC1CCc2c(sc3nc(C(C)(C)C)nc(N4CCN(C(=O)CCl)CC4)c23)C1 (stereo unspecified)
[17] COc1ccc(CNCCC(c2ccccc2)c2ccc(OC(C)C)cc2)cc1OC (stereo unspecified)
[18] COC(=O)C1=C(C)N(Cc2ccco2)C(=O)/C1=C\c1ccc([N+](=O)[O-])cc1

Assay by compound	13	14	15	16	17	18
tim23-1 inh	22	-4	22	50*	11	64*
tim10-1 inh	17	-16	15	21	27	62*
UPR XBP1 act	-2	2	-3	-10	-2	7
APJ antagonist	8	-4	-20	-1	19	-14
TIM10 inh	8	-4	3	24	26	66*
APJ agonist	-4	-5	-3	8	-2	3
Mdm2-MdmX inh	40	4	18	98*	75*	12
CXCR6 block	10	-8	-9	-1	-23	12
UPR CHOP act	1.4	5.6	-1.1	-11	1.4	2.6

[19] CCOc1cc2[nH]c(=S)n(CCN3CCCCC3CC)c(=O)c2cc1OCC (stereo unspecified)
[20] COc1ccc(NC(C)=O)cc1NC(C)C(=O)Nc1cccc2ccccc12 (stereo unspecified)
[21] CCOC(=O)C1=C(COC(=O)/C=C/c2cccc(OC)c2)NC(=O)NC1C (stereo unspecified)
[22] O=C(COc1cccc(F)c1)N1c2ccccc2Sc2ccccc21
[23] Cc1[nH]c2c(C)cccc2c(=O)c1Br
[24] COc1cc(NC(=O)COn2nnc3ccc(S(C)(=O)=O)cc32)cc(OC)c1

Assay by compound	19	20	21	22	23	24
tim23-1 inh	11	6	20	31	3	-3
tim10-1 inh	12	9	23	22	-20	8
UPR XBP1 act	0	4	-2	-3	0	-1
APJ antagonist	4	10	-6	-27	12	-3
TIM10 inh	6	-1	11	22	-13	-18
APJ agonist	78*	-1	6	-1	-2	1
Mdm2-MdmX inh	34	2	10	-13	0	-7
CXCR6 block	3	-1	-3	-13	-12	6
UPR CHOP act	-0.6	1.2	-2.1	2.6	-2.3	-0.1

[25] COc1ccc(CCN=C(N)NS(=O)(=O)c2cccs2)cc1OC
[26] O=C(O)CCCC(=O)OCc1c(-c2ccccc2)ncc2ccccc12
[27] COc1ccccc1OCC(=O)Nc1ccc(-c2nnc(-c3ccco3)o2)cc1
[28] CCCCOc1ccccc1NC(=O)c1ccc(=O)[nH]c1
[29] C/C(=N\NC(=O)c1nnn(-c2nonc2N)c1COc1ccc(F)cc1)c1ccc(Cl)cc1
[30] CN1CCN(c2nc3ccccn3c(=O)c2/C=C(\C#N)S(=O)(=O)c2ccccc2)CC1

Assay by compound	25	26	27	28	29	30
tim23-1 inh	1	4	-16	7	-8	17
tim10-1 inh	-8	-4	14	11	-9	-15
UPR XBP1 act	1	-2	-2	2	-1	-3
APJ antagonist	-3	5	6	20	-4	-6
TIM10 inh	3	-4	0	-6	-5	-27
APJ agonist	-1	-4	1	0	1	-1
Mdm2-MdmX inh	4	17	8	23	27	-11
CXCR6 block	4	1	-5	12	6	2
UPR CHOP act	0.1	1.1	0.3	3.3	1.5	0.8

Ordered by number of heavy atoms (rising): part of the list above
[7] CN(C)c1ccc(N/C=C/C(=O)c2ccco2)cc1
[14] O=C(NCC(=O)N1CCOCC1)c1ccc(Cl)c(Cl)c1
[15] CCc1ccc(S(=O)(=O)N2CCN(c3ccccc3OC)CC2)cc1
[10] Cc1ccc(S(=O)(=O)Nc2ccc(-c3ccc4nncn4n3)cc2)cc1
[13] Cc1ccc(N/C(SCc2ccccc2C)=C(/C#N)C(=O)NCc2ccco2)cc1C

Assay by compound	7	14	15	10	13
tim23-1 inh	3	-4	22	2	22
tim10-1 inh	3	-16	15	13	17
UPR XBP1 act	-6	2	-3	3	-2
APJ antagonist	3	-4	-20	-3	8
TIM10 inh	11	-4	3	1	8
APJ agonist	-1	-5	-3	1	-4
Mdm2-MdmX inh	-151	4	18	16	40
CXCR6 block	8	-8	-9	-4	10
UPR CHOP act	-7.4	5.6	-1.1	0.3	1.4

Going on with the list:
[31] CCCc1cc(=O)[nH]c(SCc2cccc(C)c2)n1
[32] Cc1ccc(C(=O)NCc2ccc(F)cc2)cc1NC1=NC2CS(=O)(=O)CC2S1 (stereo unspecified)
[33] Cn1c(CSCc2ccccc2Cl)nnc1SCC(=O)Nc1nccs1
[34] Nc1ccccc1Oc1ccc2ccccc2c1
[35] CC(NC(=O)COc1ccccc1-c1ccccc1)c1ccccc1 (stereo unspecified)
[36] COc1cc(C(=O)OCC(=O)NCc2ccccc2)cc(NC(=O)c2ccco2)c1OC

Assay by compound	31	32	33	34	35	36
tim23-1 inh	35	-15	0	21	22	-19
tim10-1 inh	24	-23	9	12	33	12
UPR XBP1 act	0	-1	-4	5	-1	16
APJ antagonist	16	3	-40	15	-3	15
TIM10 inh	31	-3	4	18	-2	-5
APJ agonist	1	0	1	-1	-2	-3
Mdm2-MdmX inh	-7	9	-29	19	-2	15
CXCR6 block	-6	0	-2	4	-4	6
UPR CHOP act	-0.4	0.1	0.9	3.8	-1.5	1.3

[37] COc1ccc(OC(C)C(=O)N(C)Cc2nc(-c3cccc(C)c3)no2)cc1 (stereo unspecified)
[38] Cc1[nH]n(-c2ccccc2)c(=O)c1/C=N/Nc1nncc(-c2ccccc2)n1
[39] COc1ccc(CN2C3CCCC2CC(NC(=O)Nc2cccc(C)c2)C3)cc1 (stereo unspecified)
[40] Cc1c(C)n(C(=O)CN2CCN(c3ccccn3)CC2)c2ccccc12
[41] CCOC(=O)N1CCN(C(=O)CN(c2ccccc2)S(C)(=O)=O)CC1
[42] Cc1ccc(-c2ccc(/C=N/O)o2)cc1[N+](=O)[O-]

Assay by compound	37	38	39	40	41	42
tim23-1 inh	15	12	2	24	-1	33
tim10-1 inh	6	-42	2	36	-4	6
UPR XBP1 act	4	1	1	0	-3	6
APJ antagonist	10	5	-5	3	12	3
TIM10 inh	12	1	3	19	-9	-5
APJ agonist	-3	-6	-7	0	-2	-2
Mdm2-MdmX inh	23	88*	26	17	23	8
CXCR6 block	0	13	3	-6	7	-4
UPR CHOP act	1.0	5.1	0.0	-4.0	1.8	16

[43] Cc1cccc(C)c1OCCCCN1CCCCC1
[44] C=C(C)CCC(C)N1CCC(n2nccc2NC(=O)CCOc2ccccc2)CC1 (stereo unspecified)
[45] Cc1ccc(-n2c(SCC(=O)N3CCOCC3)nnc2-c2ccncc2)cc1C
[46] CC(C)c1onc(C(=O)Nc2sc3c(c2C#N)CCC3)c1[N+](=O)[O-]
[47] O=C(NCCCn1ccnc1)/C(=C/c1ccc(F)cc1)NC(=O)c1ccccc1

Assay by compound	43	44	45	46	47
tim23-1 inh	8	11	6	28	-6
tim10-1 inh	-8	14	1	28	-17
UPR XBP1 act	-4	-1	-1	-3	-4
APJ antagonist	13	-5	2	14	3
TIM10 inh	-13	-1	-3	22	3
APJ agonist	-1	-5	-4	-4	-2
Mdm2-MdmX inh	25	8	-17	6	26
CXCR6 block	1	11	2	2	6
UPR CHOP act	-2.4	-3.1	0.6	-1.3	1.1
